Assay outcomes (PubChem)
CHRM1 PAM = positive allosteric modulators of human M1 muscarinic receptor; CHO-K1 hM1, Fluo-8 calcium fluorescence, ACh EC20; 0% = ACh EC20, 100% = maximal ACh; 360,000 compounds, 0.088% hits; P11229; AID 588819; activation, % at 3 µM; in the data active means activation above about 19%, passing the limit was not always enough
CRFBP-R2 block = blocks CRF-induced signaling of the CRF-BP/CRF-R2 complex; inhibition, % at 11.8 µM; HEK293 CRF-R2/CRF-BP, CRF-induced calcium fluorescence; 350,000 compounds, 0.59% hits;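 active means inhibition of the ligand-induced calcium signal above about 50% at the single tested concentration, limit read from the data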
M4 PAM = CHRM4 positive allosteric modulation. P08173. CHO-K1 hM4/Gqi5, Fluo-8 calcium fluorescence, ACh EC20; 0% = ACh EC20, 100% = maximal ACh. activation, % at 3 µM. 360,000 compounds, 0.4% hits. AID 624126;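 active means activation above its plate's cutoff, the mean activation of sample wells plus 3 SD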; further: some results filed as inactive read as strong as hits
Target sequence (P08173 whole entry, looked up): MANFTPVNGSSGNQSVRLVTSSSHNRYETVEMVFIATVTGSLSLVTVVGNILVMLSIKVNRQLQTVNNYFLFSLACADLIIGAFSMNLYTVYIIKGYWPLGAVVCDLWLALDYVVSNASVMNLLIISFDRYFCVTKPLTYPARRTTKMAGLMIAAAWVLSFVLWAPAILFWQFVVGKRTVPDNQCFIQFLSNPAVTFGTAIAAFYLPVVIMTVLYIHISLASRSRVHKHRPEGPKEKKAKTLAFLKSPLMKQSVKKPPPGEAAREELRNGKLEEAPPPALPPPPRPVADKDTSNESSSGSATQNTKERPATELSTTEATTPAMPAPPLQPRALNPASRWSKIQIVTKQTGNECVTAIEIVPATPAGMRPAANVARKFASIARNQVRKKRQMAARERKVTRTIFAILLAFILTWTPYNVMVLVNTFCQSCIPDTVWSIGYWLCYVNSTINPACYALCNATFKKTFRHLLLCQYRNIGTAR
CHRM5 antagonist = CHRM5 antagonism in calcium assay; inhibition, % at 3 µM; CHO-hM5 cells, Fluo-8 calcium fluorescence, ACh EC80; P08912; 360,000 compounds, 0.59% hits;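 active means inhibition above a per-plate cutoff, the mean of that plate's test compounds plus 3 SD, cut at about 27% in these data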;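 further: 0% = acetylcholine EC80 with DMSO and 100% = DMSO without agonist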
Target sequence (P08912 whole entry, looked up): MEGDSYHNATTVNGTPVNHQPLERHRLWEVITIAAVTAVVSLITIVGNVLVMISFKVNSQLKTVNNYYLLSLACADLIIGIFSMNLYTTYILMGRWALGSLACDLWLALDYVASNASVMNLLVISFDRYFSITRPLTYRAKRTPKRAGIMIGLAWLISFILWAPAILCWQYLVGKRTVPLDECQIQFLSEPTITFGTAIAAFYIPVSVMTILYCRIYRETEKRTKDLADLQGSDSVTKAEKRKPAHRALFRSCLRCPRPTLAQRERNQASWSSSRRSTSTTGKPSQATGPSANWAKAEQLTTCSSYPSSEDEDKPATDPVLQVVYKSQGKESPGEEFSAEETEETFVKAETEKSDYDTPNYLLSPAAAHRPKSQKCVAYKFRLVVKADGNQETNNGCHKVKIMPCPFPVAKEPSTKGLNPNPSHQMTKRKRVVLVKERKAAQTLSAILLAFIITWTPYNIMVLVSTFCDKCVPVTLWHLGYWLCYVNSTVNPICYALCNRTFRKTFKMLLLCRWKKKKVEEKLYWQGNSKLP
CHRM4 agonist = CHRM4 agonism in calcium assay. 360,000 compounds, 0.14% hits. activation, % at 3 µM. P08173. CHO-K1 hM4/Gqi5, Fluo-8 calcium fluorescence; vehicle 0%, full acetylcholine response 100%. AID 624127;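 active means activation above the run mean over all test wells plus 3 SD, cut at about 32% in these data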;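 further: peak over basal fluorescence ratio per well then scaled between controls; 0% = DMSO wells and 100% = acetylcholine at EC100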
CHRM5 PAM = potentiates acetylcholine response at human M5 receptor; P08912; CHO-K1 hM5, Fluo-8 calcium, ACh EC20 PAM; 0% = ACh EC20, 100% = ACh EC100; activation, % at 3 µM; 360,000 compounds, 0.3% hits; AID 624038;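 active means activation above the run cutoff, the mean activation of all test compounds plus 3 SD, cut at about 18% in these data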
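Replicates: One well per compound, no replicates | System: Human M5 receptor in CHO-K1 cells | Benchmarks: Low control EC20 acetylcholine (0%), high control EC100 acetylcholine (100%) | Probe or stimulus: Acetylcholine, EC20 level | Times: Fluo-8 loading 80 min at 37 °C plus 30 min room temperature | Signal: Intracellular calcium via Fluo-8 fluorescence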
CHRM5 agonist = agonists of human muscarinic M5 receptor (CHRM5); CHO-K1 hM5 cells, Fluo-8 calcium fluorescence; 0% DMSO wells, 100% maximal acetylcholine response; activation, % at 3 µM; 360,000 compounds, 0.19% hits;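 active means activation above the run's mean over test compounds plus 3 SD, cut at about 23% in these data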;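 further: signal is peak over basal fluorescence ratio across the kinetic read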
CRFBP-R2 agonist = agonists of human CRF-binding protein/CRF-R2 receptor complex | HEK293 CRF-R2/CRF-BP, calcium dye fluorescence (FLIPR); percent of saturating CRF peptide response | activation, % at 13.2 µM | 350,000 compounds, 0.46% hits;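 active means activation of at least 50%, plus an integration ratio under a set limit after plate pattern correction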;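 further: plate controls were neutral control wells without compound for no effect and CRF at EC100 for full effect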
M4 antag = antagonists of human muscarinic M4 receptor (CHRM4) | 360,000 compounds, 0.73% hits | AID 624125 | inhibition, % at 3 µM | CHO-hM4 cells, ACh EC80, Fluo-8 calcium fluorescence;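 active means inhibition above its plate's cutoff, the mean inhibition of sample wells plus 3 SD, cut at about 27% in these data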;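 further: 0% = acetylcholine EC80 with DMSO and 100% = DMSO without agonist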
* marks the source's active call; other numbers are inactive results.

SMILES | CHRM1 PAM | CRFBP-R2 block | M4 PAM | CHRM5 antagonist | CHRM4 agonist | CHRM5 PAM | CHRM5 agonist | CRFBP-R2 agonist | M4 antag
COc1ccccc1CNC(=O)C(=O)Nc1nccs1 | 10 | -24 | 6 | 3 | 1 | -2 | 0 | -1.4 | 5
COc1ccc(-c2csc3nc(-c4ccccc4F)oc(=O)c23)cc1 | -2 | -2 | -6 | 13 | 0 | 1 | 3 | 0.6 | 8
O=C(O)C1C2C=CC(O2)C1C(=O)NCc1ccccc1Br (stereo unspecified) | 7 | 9 | 8 | 6 | 1 | -5 | 0 | -3.1 | 6
Cc1ccc([N+](=O)[O-])cc1S(=O)(=O)Nc1cccc(S(=O)(=O)NC2=NCCC2)c1 | 2 | -1 | 2 | 2 | 1 | 1 | -2 | 5.2 | 1
COc1ccc(C2C(C#N)=C(N)Oc3n[nH]c(C)c32)cc1CN1CCN(c2ccc(F)cc2)CC1 (stereo unspecified) | 14 | 3 | 0 | 3 | 0 | -1 | -5 | -3.2 | 1
Cc1c(C(=O)NC(=S)NCc2cccnc2)cccc1[N+](=O)[O-] | -2 | 16 | 2 | -2 | 3 | -2 | 0 | -0.2 | -1
Cn1nc(C(=O)Nc2ccccc2N2CCOCC2)ccc1=O | 2 | 2 | 7 | 3 | 3 | 0 | 1 | 1.7 | 1
COc1cc(/C=C2/N=C(c3ccccc3F)OC2=O)cc(Cl)c1OS(C)(=O)=O | -5 | 1 | -2 | -1 | 0 | -3 | -1 | 1.2 | 4
O=C1NCCN1Cc1ccc(Cl)cc1 | 7 | 9 | 5 | -2 | 0 | 2 | 1 | 0.7 | -9
O=C(CC1C(=O)NCCN1Cc1cccc(F)c1)NC1CCC1 (stereo unspecified) | 15 | 6 | 5 | -2 | 0 | 10 | 1 | 2.4 | -19
CCc1nnc(NS(=O)(=O)c2ccc(N/C=C\C(=O)c3cccc4ccccc34)cc2)s1 | 4 | 25 | 2 | 2 | 1 | -3 | -2 | -0.5 | 11
CCOC(=O)CC(NC(=O)CCc1c(C)nc2nc(C)nn2c1C)c1ccc(C)cc1 (stereo unspecified) | 0 | -13 | 3 | -6 | 0 | 2 | -1 | 4.3 | 1
CC(C)OC(=O)c1cc2c(ccn2C)n1CC(=O)N(Cc1ccccc1)c1ccccc1 | -4 | -7 | 2 | 1 | 2 | -2 | -3 | -0.6 | -1
COc1ccc(-n2nnc3c(=O)n(Cc4cccc(C)c4)cnc32)cc1 | -4 | -7 | 7 | -10 | 1 | 1 | 1 | 1.4 | -2
Cc1ccc2cc(/C=N/Nc3ccc(C(=O)O)cc3)c(Cl)nc2c1 | 12 | -10 | 7 | 3 | 1 | -1 | 1 | 4.3 | -2
COc1cccc(/C(O)=C2/C(=O)C(=O)N(CCN3CCOCC3)C2c2cccnc2)c1 (stereo unspecified) | 10 | -24 | 10 | 1 | 0 | 11 | -8 | 1.6 | 8
N#CCCn1nc(Cc2cccc3ccccc23)c(C#N)c1N | 4 | 4 | 11 | -1 | 0 | 11 | -1 | 0.6 | -5
CC(=O)c1cc2c(cc1NS(=O)(=O)c1ccc3c(c1)OCCO3)OCO2 | -17 | 6 | -7 | 8 | 3 | -10 | -2 | -1.2 | 10
CCn1c(COc2ccc(Cl)cc2)nnc1SC1CCc2ccccc2C1=O (stereo unspecified) | -4 | -36 | -11 | 10 | 3 | -9 | -3 | -0.4 | 9
O=C(NCc1ccccc1)NC1(C(=O)N2CCCC2)CCCCC1 | 6 | 0 | -2 | 6 | 0 | -1 | -1 | -1.0 | 2

Compounds listed so far containing an aryl methoxy group, in the order listed:
SMILES | CHRM1 PAM | CRFBP-R2 block | M4 PAM | CHRM5 antagonist | CHRM4 agonist | CHRM5 PAM | CHRM5 agonist | CRFBP-R2 agonist | M4 antag
COc1ccccc1CNC(=O)C(=O)Nc1nccs1 | 10 | -24 | 6 | 3 | 1 | -2 | 0 | -1.4 | 5
COc1ccc(-c2csc3nc(-c4ccccc4F)oc(=O)c23)cc1 | -2 | -2 | -6 | 13 | 0 | 1 | 3 | 0.6 | 8
COc1ccc(C2C(C#N)=C(N)Oc3n[nH]c(C)c32)cc1CN1CCN(c2ccc(F)cc2)CC1 (stereo unspecified) | 14 | 3 | 0 | 3 | 0 | -1 | -5 | -3.2 | 1
COc1cc(/C=C2/N=C(c3ccccc3F)OC2=O)cc(Cl)c1OS(C)(=O)=O | -5 | 1 | -2 | -1 | 0 | -3 | -1 | 1.2 | 4
COc1ccc(-n2nnc3c(=O)n(Cc4cccc(C)c4)cnc32)cc1 | -4 | -7 | 7 | -10 | 1 | 1 | 1 | 1.4 | -2
COc1cccc(/C(O)=C2/C(=O)C(=O)N(CCN3CCOCC3)C2c2cccnc2)c1 (stereo unspecified) | 10 | -24 | 10 | 1 | 0 | 11 | -8 | 1.6 | 8

Following part:
SMILES | CHRM1 PAM | CRFBP-R2 block | M4 PAM | CHRM5 antagonist | CHRM4 agonist | CHRM5 PAM | CHRM5 agonist | CRFBP-R2 agonist | M4 antag
CCCCn1c(SCC(=O)N2CCC(C(=O)OCC)CC2)nc2cc(S(N)(=O)=O)ccc21 | 9 | -7 | -3 | -4 | 0 | -1 | -4 | 0.3 | 0
CC(C)(C)OC(=O)NCc1n[nH]c(=S)n1C1CC1 | 6 | 2 | -1 | 7 | 1 | 0 | -3 | -2.2 | 4
O=C(Nc1ccccc1[N+](=O)[O-])C1=C(O)CCn2c1nc1ccccc12 | 23 | 12 | 0 | 4 | 0 | -3 | 1 | -0.3 | -4
COc1ccc([N+](=O)[O-])cc1N(CC(=O)O)S(C)(=O)=O | -3 | 37 | -3 | -2 | 0 | -5 | -1 | -2.3 | 1
O=C(COC(=O)CCN=C1NS(=O)(=O)c2ccccc21)NNC(=O)c1ccc(Cl)cc1 | -3 | -1 | 3 | 1 | 1 | 4 | 0 | -1.3 | -3
CP(C)(=O)CCP(=O)(c1ccccc1)c1ccccc1 | 9 | 12 | 5 | -6 | 1 | 3 | -2 | -2.7 | -5
Cc1cc(NC(=O)CCC(=O)N(CC(=O)NCC2CCCO2)Cc2ccc(F)cc2)no1 (stereo unspecified) | 5 | 34 | -5 | 5 | 1 | -3 | -1 | -2.4 | 4
COc1ccc(C(=O)COC(=O)Cn2cnc3c2c(=O)n(C)c(=O)n3C)c(OC)c1 | 5 | -16 | -1 | -1 | 1 | -4 | 4 | -0.1 | -2
O=C(c1ccc(Cl)cc1)n1cnc2ccccc21 | 6 | 21 | 6 | -11 | 0 | 8 | -5 | -1.4 | -23
N=c1oc2ccc3ccccc3c2cc1C(N)=S | 5 | -6 | -2 | -14 | 1 | -8 | -2 | 3.9 | -3
COc1cc2nc(C3CCC3)nc(N3CCN(c4ccccc4OC)CC3)c2cc1OC | -25 | 15 | -40 | 14 | 1 | -19 | -6 | 0.5 | 43*
CN(CC(=O)Nc1ccc(Cl)c(Cl)c1)C(=O)c1cccc2cccnc12 | 1 | -23 | 1 | 9 | 15 | -9 | 1 | 0.4 | 7
CCN=c1scc(C)n1/N=C/c1cc(Br)c(O)c(Br)c1 | 4 | 6 | -3 | 9 | -1 | 2 | -3 | 1.1 | 5
Cc1ccccc1NS(=O)(=O)c1ccc(C(=O)N(C)CC(=O)Nc2ccccc2Br)cc1 | 5 | 88* | 5 | 8 | 6 | 1 | 7 | -1.1 | -7
CCOC(=O)c1cccc(NC(=O)CCS(=O)(=O)c2ccc(Br)s2)c1 | 2 | -8 | 2 | -5 | 1 | -2 | -2 | 0.3 | -7
COCC1CCCN(C(=O)c2ccc3oc(CCCc4ccccc4)nc3c2)C1 (stereo unspecified) | 6 | 10 | -2 | -4 | 8 | -4 | 2 | -0.6 | -2
CCCCCCCCc1nnc(N)s1 | 4 | -8 | -6 | 4 | 0 | -5 | -3 | 0.3 | 5
CCOP(=O)(c1ccccc1)C(O)c1ccc([N+](=O)[O-])cc1 (stereo unspecified) | 8 | 19 | -3 | -1 | 1 | 4 | -1 | -0.5 | -1
CCCCc1c(O)nc(SCC(=O)N2CCCCC2)[nH]c1=O | 11 | -6 | -3 | -2 | 0 | 7 | -4 | -1.5 | -6
CCN(CCNS(=O)(=O)c1ccc2[nH]c(=O)sc2c1)c1ccccc1 | 1 | 2 | -5 | 3 | 9 | -10 | 3 | -2.5 | -9

Quoted at random: 2 records from the list, in no set order.
SMILES | CHRM1 PAM | CRFBP-R2 block | M4 PAM | CHRM5 antagonist | CHRM4 agonist | CHRM5 PAM | CHRM5 agonist | CRFBP-R2 agonist | M4 antag
CCn1c(COc2ccc(Cl)cc2)nnc1SC1CCc2ccccc2C1=O (stereo unspecified) | -4 | -36 | -11 | 10 | 3 | -9 | -3 | -0.4 | 9
O=C(Nc1ccccc1[N+](=O)[O-])C1=C(O)CCn2c1nc1ccccc12 | 23 | 12 | 0 | 4 | 0 | -3 | 1 | -0.3 | -4

Taken from above:
Under CHRM5 agonist, `CC(C)(C)OC(=O)NCc1n[nH]c(=S)n1C1CC1` has the entry -3
Under CRFBP-R2 agonist, `COc1ccc([N+](=O)[O-])cc1N(CC(=O)O)S(C)(=O)=O` has the entry -2.3
Under CRFBP-R2 agonist, `CCOP(=O)(c1ccccc1)C(O)c1ccc([N+](=O)[O-])cc1` (stereo unspecified) has the entry -0.5
Under CHRM1 PAM, `COc1cc2nc(C3CCC3)nc(N3CCN(c4ccccc4OC)CC3)c2cc1OC` has the entry -25
Under CHRM5 agonist, `CCCCCCCCc1nnc(N)s1` has the entry -3

Later entries.
SMILES | CHRM1 PAM | CRFBP-R2 block | M4 PAM | CHRM5 antagonist | CHRM4 agonist | CHRM5 PAM | CHRM5 agonist | CRFBP-R2 agonist | M4 antag
Cc1ccccc1OCC(=O)Nc1nc(-c2ccncc2)cs1 | -14 | -27 | -5 | 7 | 17 | -20 | 2 | -5.6 | 10
O=C(Cc1csc(N2CCOCC2)n1)N/N=C/c1ccc(F)cc1 | 12 | -6 | 3 | 0 | 0 | 1 | 3 | -1.6 | 5
CCOc1ccccc1NC(=O)C1CCCCN1S(=O)(=O)c1ccc(F)cc1 (stereo unspecified) | -9 | 13 | -3 | 2 | -1 | 0 | -4 | -0.3 | 0
NS(=O)(=O)c1cccc(NC(=O)c2cc(=O)c3ccccc3o2)c1 | 6 | 2 | -4 | 13 | 1 | -6 | -2 | -0.5 | 2
O=C(Nc1nnc(CCc2ccccc2)s1)c1cccc(F)c1 | 9 | -34 | 1 | -3 | 0 | 2 | -2 | 1.8 | -1
CC1CCN(Cc2nnc(-c3cccc(Br)c3)o2)CC1 | 2 | -11 | 12 | -7 | 5 | 1 | -4 | -0.7 | -33
O=c1c2ccccc2nc(-c2ccccc2)n1CCCn1ccnc1 | -1 | -3 | -3 | 4 | 1 | 0 | -5 | -1.0 | 10
O=C(NCCCn1ccnc1)C1CCCN(S(=O)(=O)c2ccc(F)cc2)C1 (stereo unspecified) | 11 | -4 | 8 | -7 | 0 | 4 | -3 | -1.3 | 0
Cn1c(=O)c2c(nc(CN3CCOCC3)n2CCc2ccccc2)n(C)c1=O | 7 | -12 | 4 | -8 | 2 | 1 | -9 | -0.8 | -4
CC(C)OC(=O)CC1C(=O)NCCN1C(=O)COc1ccc(C(C)(C)C)cc1 (stereo unspecified) | 5 | -6 | -6 | -5 | 3 | 0 | -2 | -0.6 | 6
Cc1ccc(NC(=O)CCN2C(=O)c3ccccc3Sc3ncccc32)cc1 | 19 | -1 | -1 | -3 | 0 | -2 | -2 | -0.4 | -25
